mABHD4 FP = ABHD4 (mouse) inhibition, primary FP screen | purified mABHD4, FP-Rh probe fluorescence polarization | Q8VD66 | inhibition, % at 8.92 µM | 370,000 compounds, 0.54% hits | AID 720543;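 active means inhibition exceeding the mean over every tested compound plus 3 SD, cut at about 30% in these data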;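 further: 0% = plate median of compound wells and 100% = S159A mutant with DMSO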
Target sequence (Q8VD66 whole entry, looked up): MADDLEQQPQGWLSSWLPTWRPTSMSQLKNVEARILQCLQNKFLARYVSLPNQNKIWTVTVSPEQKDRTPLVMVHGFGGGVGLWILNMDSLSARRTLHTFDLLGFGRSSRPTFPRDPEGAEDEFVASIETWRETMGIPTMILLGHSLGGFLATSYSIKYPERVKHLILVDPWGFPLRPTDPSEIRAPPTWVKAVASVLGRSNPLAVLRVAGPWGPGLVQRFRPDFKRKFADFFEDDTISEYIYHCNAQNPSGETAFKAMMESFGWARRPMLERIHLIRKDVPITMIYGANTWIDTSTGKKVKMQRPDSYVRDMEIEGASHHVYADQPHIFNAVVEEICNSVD
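assay system = mABHD4 protein | compound dosing = single nominal dose of 8.92 µM, 0.89% DMSO final | read-out basis = percent inhibition of probe binding, normalized to plate controls | schedule = Enzyme–compound pre-incubation 45 min, then probe 60 min, both 25 °C | detection = fluorescence polarization, excitation 525 nm, emission 598 nm, BODIPY TMR filters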
UHRF1 MBD2 ctr = UHRF1 methyl-DNA binding inhibition | Q96T88 | inhibition, % at 4.4 µM | 370,000 compounds, 0.75% hits | UHRF1 binding to methylated oligo, TR-FRET; in the data active means inhibition above about 21%;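 further: UHRF1 SRA domain binding a hemimethylated CpG hairpin DNA probe; 0% = median of test compound wells and 100% = reference inhibitor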
PRMT1 inh = blocks human protein arginine methyltransferase 1. Q99873. recombinant PRMT1, activity-based probe fluorescence polarization. inhibition, % at 2.79 µM. 370,000 compounds, 1.3% hits. AID 652257;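 active means inhibition above about 21% made by adding two undisclosed values, limit read from the data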
rCAG binder = binds r(CAG) RNA repeats. 370,000 compounds, 1.3% hits. AID 651821. inhibition, % at 3 µM. r(CAG) RNA repeat, TO-PRO-1 dye displacement fluorescence;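 active means inhibition above the plate cutoff, the mean of all test compounds on that plate plus 3 SD, cut at about 35% in these data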;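 further: 0% = DMSO alone and 100% = 100 µM mitoxantrone as full dye displacement; higher means more dye released from RNA so lower well fluorescence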
MBD2 inh = blocks human MBD2 binding to methylated DNA | inhibition, % at 4.4 µM | TR-FRET, MBD2 binding to methylated oligonucleotide | Q9UBB5 | AID 686964 | 370,000 compounds, 0.31% hits; in the data active means inhibition above about 13%
Target sequence (Q9UBB5 whole entry, looked up): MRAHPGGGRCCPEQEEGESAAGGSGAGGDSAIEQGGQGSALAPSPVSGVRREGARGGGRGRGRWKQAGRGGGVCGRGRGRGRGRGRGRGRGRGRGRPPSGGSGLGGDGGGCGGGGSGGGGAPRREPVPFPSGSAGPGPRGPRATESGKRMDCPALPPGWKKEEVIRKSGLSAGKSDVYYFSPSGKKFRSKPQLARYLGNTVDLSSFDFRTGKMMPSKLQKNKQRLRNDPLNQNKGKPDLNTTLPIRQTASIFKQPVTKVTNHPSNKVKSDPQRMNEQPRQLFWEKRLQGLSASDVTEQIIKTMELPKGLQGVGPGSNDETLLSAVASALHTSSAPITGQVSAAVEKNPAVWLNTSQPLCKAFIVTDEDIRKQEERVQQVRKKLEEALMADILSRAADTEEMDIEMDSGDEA
TCR-CD3 inh = inhibitors of human TCR-CD3 interaction; 360,000 compounds, 0.37% hits; TAMRA-labeled TCR probe fluorescence, biochemical; inhibition, % at 9.4 µM; in the data active means inhibition above about 19%;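 further: recombinant mutant TCR 2C K166C tagged with TAMRA read by polarization; 0% = receptor in buffer alone and 100% = receptor with positive control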
Rev-erbA mod = modulators of human Rev-erb alpha DNA binding; activity, % at 10 µM; Rev-erbα–FITC-DNA binding, fluorescence polarization, 90 min; P20393; 370,000 compounds, 0.79% hits;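 active means activity above about 14%, limit read from the data; passing the limit was not always enough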;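 further: 0% = DMSO wells with 35 nM protein and 100% = DMSO wells with 750 nM protein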
LEDGF integ inh = blocks HIV-1 LEDGF/p75-dependent DNA integration; TR-FRET IN-LEDGF/p75 DNA integration, Eu/Cy5; 370,000 compounds, 0.64% hits; inhibition, % at 3.7 µM;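 active means inhibition above the screen-wide mean plus 3 SD, cut at about 13% in these data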;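 further: signal is the Cy5 over europium emission ratio at 671 and 618 nm; 0% = plate median of compound wells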
HTRA1 inh = HTRA1 (human) protease inhibition. AID 504803. 340,000 compounds, 0.5% hits. recombinant HTRA1, FP-rhodamine activity-based probe, fluorescence polarization. inhibition, % at 5.96 µM; in the data active means inhibition above about 36%;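 further: 0% = enzyme with DMSO and 100% = wells lacking enzyme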
PG9 Ab binder = small molecules binding HIV-1 gp120 antibody PG9. AID 624416. inhibition, % at 6.7 µM. TR-FRET gp120-PG9 antibody binding. 360,000 compounds, 0.43% hits; in the data active means inhibition above about 8.5%
An asterisk follows results filed as active; · = no result given.

Values in the order: mABHD4 FP | UHRF1 MBD2 ctr | PRMT1 inh | rCAG binder | MBD2 inh | TCR-CD3 inh | Rev-erbA mod | LEDGF integ inh | HTRA1 inh | PG9 Ab binder
Cc1cccc(N(Cc2cc3ccccc3[nH]c2=O)C(=O)c2cccs2)c1
→ -0.1 | -1.0 | 1.3 | -1.7 | 4.5 | -8.0 | 10.3 | -0.6 | -6.9 | -2.7
COC(=O)C[C@H]1C[C@H]2c3cc(NC(=O)C4CCOCC4)ccc3O[C@H]2[C@@H](CO)O1
→ 7.0 | 0.2 | -0.3 | 1.4 | -2.3 | 1.2 | -3.8 | -2.9 | 1.6 | 1.4
Cc1noc(C)c1S(=O)(=O)Nc1ccc2c(c1)C(=O)N([C@H](C)CO)C[C@H](C)[C@@H](CN(C)S(=O)(=O)c1ccc(F)cc1)O2
→ 4.3 | -3.2 | -2.3 | 7.1 | -2.5 | 6.7 | 2.8 | -2.2 | -0.4 | -0.1
CCOC(=O)c1nc(N2CCN(C(=O)OCC)CC2)c2c3c(sc2n1)CCCC3
→ 0.2 | -3.9 | -3.8 | -8.8 | 0.8 | -4.7 | 2.7 | -1.1 | 3.6 | -3.0
O=C(O)c1ccc(S(=O)(=O)NCC2CCCO2)cc1 (stereo not drawn)
→ -4.7 | 1.6 | 0.2 | 3.1 | -2.5 | 0.1 | 0.2 | 3.1 | 2.6 | -2.5
CCCc1ncc(C(O)(c2ccccc2)c2ccc(C)cc2)n1C (stereo not drawn)
→ -0.3 | 2.2 | 2.7 | -1.9 | 6.7 | 1.9 | -6.6 | 4.4 | -2.3 | 0.2
CCC(COC)NC(=O)CCc1nnc(Cc2c[nH]c3ccccc23)o1 (stereo not drawn)
→ -0.7 | -2.6 | -0.4 | -1.2 | 1.5 | -3.9 | -0.2 | 0.7 | 3.5 | -1.9
O=C(CNC(=S)N(Cc1ccccc1)Cc1cccs1)NCc1ccc(F)cc1
→ 12.6 | 3.2 | 4.6 | -1.3 | 5.1 | -11.1 | -1.6 | -2.3 | -21.0 | -0.1
CCN(CC)C(=O)CSc1nc2c(sc(=S)n2-c2ccc(C)cc2C)c(=O)[nH]1
→ 2.3 | 0.8 | 3.2 | 39.2* | 0.9 | -2.2 | -7.0 | -1.2 | -10.3 | -2.1
O=S1(=O)N[C@H](Cc2ccccc2)COc2cc(N3CC[C@H](O)C3)ccc21
→ 9.7 | 1.9 | 5.0 | 2.6 | -4.5 | -3.7 | -9.6 | -0.1 | · | -4.3
O=C(c1cn(Cc2ccccc2)nc1-c1cccnc1)N1CCN(Cc2c(F)cccc2Cl)CC1
→ -3.6 | 0.2 | -0.2 | -2.3 | 3.4 | 5.8 | 1.1 | -1.8 | 3.9 | 0.5
CN(CCc1ccccn1)c1ccc([N+](=O)[O-])cn1
→ -1.6 | -2.1 | 0.6 | -0.3 | 0.2 | 3.9 | 0.7 | 1.2 | 4.1 | -0.3
COc1ccc(/C=C/C(=O)O)cc1S(=O)(=O)N1CCc2ccccc2C1
→ -0.2 | -1.6 | -0.3 | 12.3 | 1.4 | -1.1 | -1.0 | 1.1 | -2.6 | 0.2
CC(=C/c1ccccc1)/C=N/Nc1nc(N2CCOCC2)nc(N2CCOCC2)n1
→ 2.6 | -1.1 | -1.9 | -6.0 | 0.4 | 1.5 | 5.0 | -0.8 | 0.7 | -3.2
CCCCOC(=O)CCCc1ccc([N+](=O)[O-])cc1[N+](=O)[O-]
→ -2.4 | 3.1 | -0.1 | -6.4 | 5.3 | -2.1 | -3.3 | 0.2 | -5.2 | 3.5
CCNC(=O)C1(C)CCN(Cc2noc(-c3c(C)noc3C)n2)C1 (stereo not drawn)
→ 5.2 | -0.3 | -1.2 | -0.1 | 0.3 | 5.8 | -7.2 | -1.9 | · | -1.3
CC1(C(=O)Nc2ccc3c(c2)OCCO3)CSCC(=O)N1Cc1ccco1 (stereo not drawn)
→ 1.3 | 0.9 | 3.4 | 4.1 | 2.3 | 0.4 | 0.1 | -2.5 | · | -1.6
O=C(N/N=C/c1cn(CCOc2ccccc2)c2ccccc12)c1ccncc1
→ 0.5 | 6.4 | -0.9 | 4.3 | -1.0 | -6.1 | 9.0 | -1.8 | -0.1 | -0.5
N#Cc1cc2c(nc1SCC(=O)Nc1sc3c(c1C#N)CCC3)CCC2
→ -4.0 | 3.9 | -0.5 | 11.2 | -4.7 | -2.7 | 9.3 | 2.1 | 3.7 | 0.5
COc1cccc(NC(=O)CN(C)C(=O)c2ccc3[nH]c4c(c3c2)CC(C)CC4)c1 (stereo not drawn)
→ -5.6 | 0.9 | -4.0 | 2.4 | 0.8 | -1.6 | 0.2 | 8.1 | -1.5 | -0.6
O=C(COc1ccc(Cl)cc1Cl)NCC1(N2CCOCC2)CCCCC1
→ 3.3 | -0.4 | 0.5 | -2.5 | 1.4 | 0.9 | -5.9 | -2.6 | 3.7 | -0.3
Cc1ccc(N2CCN(S(=O)(=O)c3ccc4c(c3)NC(=O)C(C)C(=O)N4)CC2C)cc1 (stereo not drawn)
→ -9.1 | 2.2 | -2.7 | 8.1 | 1.4 | 1.2 | 3.8 | 2.4 | -0.7 | -0.6
COc1ccc2cc(C(N)=O)/c(=N/NC(=O)c3ccco3)oc2c1
→ -2.6 | -11.5 | 1.3 | 0.7 | -3.2 | 1.2 | 5.3 | -0.3 | 1.3 | -4.2
COc1ccc(NC(=O)Cn2ncc(Cl)c(Cl)c2=O)cc1S(=O)(=O)N1CCOCC1
→ 5.3 | 3.5 | 8.6 | 20.7 | 1.8 | 1.4 | -16.3 | 6.8 | 1.8 | -1.6
CCOC(=O)CN1c2ccccc2NC(=O)CC1C (stereo not drawn)
→ 5.0 | 1.4 | 2.3 | 8.4 | -5.0 | -1.1 | -3.1 | 2.1 | 4.0 | 1.1
COc1cc(/C=N/Nc2nc(-c3ccc(S(=O)(=O)N(C)C)cc3)cs2)ccc1O
→ 11.7 | -3.0 | 0.0 | 17.1 | -1.5 | -9.5 | 0.5 | -3.1 | 8.0 | -2.0
CCCCc1ccc(NC(=O)NCc2cccnc2)cc1
→ -2.5 | -1.1 | -1.4 | -2.9 | 3.8 | 6.9 | -8.5 | 0.0 | -2.2 | -0.5
O=C(c1ccc(CNc2c(N3CCCC3)c(=O)c2=O)cc1)N1CCc2ccccc2C1
→ 7.1 | -0.7 | -1.3 | 3.1 | -0.2 | 1.4 | -7.8 | -0.9 | 3.3 | -1.1
O=C(CCc1ccncc1)N1CCCC(Nc2ccc(F)cc2)C1 (stereo not drawn)
→ 6.5 | 0.4 | 1.0 | -3.3 | -6.5 | 1.2 | -1.1 | 0.7 | -0.3 | -0.4
Cc1nc(SCC(=O)NCc2ccco2)nc(C)c1C
→ 1.3 | 3.7 | 4.7 | 3.0 | 0.6 | 0.7 | -4.7 | 1.1 | 2.2 | -1.8

Given bar-delimited: part of the list above.
Compound | mABHD4 FP | UHRF1 MBD2 ctr | PRMT1 inh | rCAG binder | MBD2 inh | TCR-CD3 inh | Rev-erbA mod | LEDGF integ inh | HTRA1 inh | PG9 Ab binder
CCNC(=O)C1(C)CCN(Cc2noc(-c3c(C)noc3C)n2)C1 (stereo not drawn) | 5.2 | -0.3 | -1.2 | -0.1 | 0.3 | 5.8 | -7.2 | -1.9 | · | -1.3
CC1(C(=O)Nc2ccc3c(c2)OCCO3)CSCC(=O)N1Cc1ccco1 (stereo not drawn) | 1.3 | 0.9 | 3.4 | 4.1 | 2.3 | 0.4 | 0.1 | -2.5 | · | -1.6
O=C(N/N=C/c1cn(CCOc2ccccc2)c2ccccc12)c1ccncc1 | 0.5 | 6.4 | -0.9 | 4.3 | -1.0 | -6.1 | 9.0 | -1.8 | -0.1 | -0.5

Other entries
Values in the order: mABHD4 FP | UHRF1 MBD2 ctr | PRMT1 inh | rCAG binder | MBD2 inh | TCR-CD3 inh | Rev-erbA mod | LEDGF integ inh | HTRA1 inh | PG9 Ab binder
CCCc1ccc(C(O)c2ncc(-c3ccccc3F)[nH]2)cc1 (stereo not drawn)
→ -16.6 | 1.9 | -4.2 | 2.5 | -7.1 | 1.1 | -6.6 | 3.8 | · | -2.4
N=C1/C(=C/c2ccc(OCc3ccccc3)cc2)C(=O)N=C2SC(CC(=O)N3CCOCC3)=NN12
→ 3.2 | -0.8 | 3.8 | 25.0 | 7.2 | 2.9 | -14.3 | 2.0 | -7.0 | 0.7
COC(=O)C1=C(N)c2ccccc2C1(C#N)c1ccccc1 (stereo not drawn)
→ 0.9 | 2.6 | -1.5 | -0.5 | 2.2 | 0.9 | -0.6 | 1.4 | -13.0 | -2.0
Cc1ccccc1CCN(C(=O)Cn1nnc2ccccc21)C(C(=O)NCC1CCCO1)c1nc2ccccc2n1C (stereo not drawn)
→ 0.0 | -1.5 | 0.7 | 0.1 | 0.7 | -3.6 | -7.6 | -0.7 | -1.0 | -0.6
O=C(CSc1ccc(-c2ccccn2)nn1)c1ccc(F)cc1
→ 3.8 | -1.2 | -0.2 | 0.4 | -1.4 | -3.9 | -2.6 | 0.3 | 11.1 | 1.4
O=C(NCCCN=C1NS(=O)(=O)c2ccccc21)c1ccccc1Cl
→ 1.0 | -0.6 | -7.1 | -2.0 | 6.9 | 3.5 | 6.1 | -0.3 | 1.4 | -2.5
CCc1nc2ccc(C(=O)NCCCn3ccnc3)cn2c1N(C)Cc1ccc(Cl)cc1
→ 10.2 | -0.6 | 3.1 | 2.2 | -2.8 | 9.1 | -4.8 | 1.5 | · | 1.2
CC(C)NC(=O)Nc1ccc2c(c1)C(=O)N([C@H](C)CO)C[C@H](C)[C@@H](CN(C)C(=O)Nc1ccc(C(F)(F)F)cc1)O2
→ -2.5 | -0.9 | -0.7 | 0.7 | 1.4 | -1.9 | -0.1 | -1.7 | -4.6 | 0.7
CCOC(=O)/C=C1\CN(Cc2ccc(OC)cc2)S(=O)(=O)c2ccccc21
→ -20.8 | 2.5 | -0.4 | -5.0 | 2.6 | 4.7 | -0.9 | -1.2 | 4.5 | -0.7
CC1CCC(N2CCN(c3ncccn3)CC2)CC1 (stereo not drawn)
→ 1.6 | -0.9 | 2.4 | -0.7 | -1.1 | 3.3 | 6.4 | -0.7 | 5.6 | 0.8
COc1ccc(N(CC(=O)N/N=C/c2ccc(-c3ccc([N+](=O)[O-])cc3)o2)S(=O)(=O)c2ccc(C)cc2)cc1
→ -5.3 | -1.0 | -1.0 | 7.1 | 3.2 | 6.5 | 0.9 | -1.7 | -1.9 | -1.2
Cn1c(=O)c2cc(NC(=O)CCc3cccnc3)ccc2n1Cc1ccc(F)cc1
→ 2.8 | -0.3 | -2.4 | 0.2 | -3.9 | 3.7 | 0.6 | -1.8 | · | 2.0
Cc1[nH]n(-c2ccccc2)c(=O)c1-c1ccc(Cl)cc1
→ 6.2 | 0.9 | -2.5 | 3.6 | 0.6 | 3.9 | -1.5 | -0.2 | 3.7 | -3.8
CC(=O)NCc1cc(-c2ccc(Cl)cc2)no1
→ -2.7 | 2.5 | -1.9 | 1.2 | -1.8 | 5.0 | · | 3.6 | 4.0 | 0.1
CC1(C)CC(=O)C(C(=S)Nc2ccccc2)=C(NC2CC(C)(C)NC(C)(C)C2)C1
→ 6.5 | 5.7 | -1.2 | -4.5 | -1.8 | -1.2 | 3.5 | 0.7 | -4.0 | -1.1
COc1cc2cc(C(=O)N(C)C3CCS(=O)(=O)C3)[nH]c2cc1OC (stereo not drawn)
→ 2.9 | 1.6 | 0.1 | -2.5 | 15.4* | 1.8 | 5.5 | 2.5 | 3.4 | -1.8

Assay outcomes: PubChem BioAssay, several laboratories

This is a subset; the hit share may differ from the screen's.
